Screening results: PubChem, several laboratories
CRFBP-R2 block: antagonists of CRF-BP/CRF-R2 complex, primary screen, cell-based, HEK293, calcium dye fluorescence, uHTS. CRF-induced calcium fluorescence. inhibition, % at 11.8 µM. hit rate 0.59% among 350,000;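 active = inhibition of the ligand-induced calcium signal above about 50% at the single tested concentration, limit read from the data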
GalR3 antagonist: GalR3 antagonists in HEK293 cells, primary screen, cell-based, fluorescence readout; HEK293 GalR3-CNG cAMP membrane potential fluorescence; galR3 body fused to GalR1 C-terminus; inhibition, % at 3 µM; hit rate 0.44% among 360,000;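 active = inhibition above the screen-wide average plus 3 SD, cut at about 13% in these data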;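 also: forskolin and galanin both at EC90 stimulate the cells; cAMP rise reported by CNG channel membrane potential dye signal; 0% = forskolin plus galanin with DMSO and 100% = forskolin alone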
VIM-2 inh: VIM-2 metallo-beta-lactamase inhibitors, primary screen, biochemical, epi-absorbance readout, Pseudomonas aeruginosa enzyme; hit rate 0.89% among 290,000; inhibition, % at 5.6 µM; purified VIM-2, nitrocefin hydrolysis, epi-absorbance fluorescence; AID 1527, 2009;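 active = inhibition above the mean of all tested compounds plus 3 SD, cutoff set per screening run, cut at about 7.5% in these data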;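 also: red hydrolysis product quenches plate fluorescence so inhibitors raise well fluorescence; 0% = enzyme with DMSO and 100% = DMSO without enzyme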
IDE cell activ: human IDE activators in live cells, primary screen, fluorescence polarization, HEK cells, FAbeta-B substrate. hit rate 0.073% among 340,000. FAbeta-B cleavage; 0% vehicle, 100% cell-free pure enzyme wells. Insulin-degrading enzyme (Homo sapiens), P14735. activation, % at 5.96 µM;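 active = activation above the mean of all tested compounds plus 3 SD, set per screening campaign, cut at about 17% in these data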
HCV NS3 hel inh: inhibitors of HCV NS3 helicase, primary screen, biochemical, Cy5 molecular beacon fluorescence; NS3 helicase DNA unwinding; inhibition, % at 10.9 µM; hit rate 0.56% among 290,000;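 active = inhibition above the mean of all tested compounds plus 3 SD, set per campaign, cut at about 35% in these data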;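 also: 0% = DMSO wells and 100% = thioflavine S control wells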
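System: Hepatitis C virus NS3 helicase domain fragment enzyme | Reagent: Annealed dual-labelled DNA beacon duplex, ATP-started | Compound dosing: 10.9 µM single point, 0.8% DMSO | Incubation: 1 h reaction at 25 °C, ATP-initiated | Technique: Cy5 fluorescence | Evaluation: Percent inhibition from t60/t0 fluorescence ratio | Benchmarks: Low DMSO, high thioflavine S at 110 µM | Replication: Singlicate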
IMP-1 inhibitor: IMP-1 metallo-beta-lactamase inhibitors, primary screen, biochemical, epi-absorbance readout, Pseudomonas aeruginosa enzyme; metallo-beta-lactamase IMP-1 (Pseudomonas aeruginosa); hit rate 0.45% among 290,000; purified IMP-1, nitrocefin hydrolysis, epi-absorbance fluorescence; inhibition, % at 5.6 µM;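 active = inhibition above the mean plus 3 SD of all compounds in the same screening run, cut at about 4.5% in these data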;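 also: 0% = IMP-1 with DMSO and 100% = DMSO wells lacking enzyme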
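Assay system: purified recombinant IMP-1 beta-lactamase. Input: IMP-1 0.2 nM before substrate addition. Buffer or medium: Zinc- and detergent-supplemented HEPES buffer, pH 7.1. Schedule: 25 °C, 15 min preincubation, 25 min reaction. Signal: Epi-absorbance fluorescence, 480 nm excitation, 530 nm emission. Evaluation: percent inhibition from optical density relative to buffer-blank wells.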
IDE cell inh: human IDE inhibitors in live cells, primary screen, fluorescence polarization, HEK cells, FAbetaB substrate | Insulin-degrading enzyme (Homo sapiens), P14735 | FAbetaB cleavage | inhibition, % at 5.59 µM | hit rate 0.41% among 320,000;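 active = percent inhibition above the average of all tested compounds plus 3 SD, set per screening campaign, cut at about 16% in these data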;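 also: IDE supplied by intact live HEK cells; FP after avidin binding of uncleaved biotin substrate so inhibition keeps polarization high; 0% = DMSO wells and 100% = 60 µM reference IDE inhibitor Ii1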
UBC9 SUMO inh: inhibitors of in vitro SUMOylation cascade, primary screen, biochemical, HTRF, uHTS. hit rate 0.36% among 290,000. HTRF SUMOylation assay, SAE1/SAE2 + UBC9. inhibition, % at 35 µM. SUMO-conjugating enzyme UBC9 (Homo sapiens), P63279; in the data active = inhibition above about 50%, passing the limit was not always enough; also: strong numbers were not always called active
p-CIP stab down: p/CIP-EGFP fusion destabilizers, primary screen, fluorescence, F442A cells; Q05BA5; 16 h; decrease of EGFP signal, % at 10 µM; hit rate 0.01% among 290,000;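 active = EGFP signal decrease of at least 30% at 10 µM or well 3 SD below plate mean, unless failing retest; inactive = the rest, including hits failing retest or dose response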; also: some compounds called inactive have numbers as strong as hits; many of its hits are not listed in these tables
Target sequence (Q05BA5 1-1403): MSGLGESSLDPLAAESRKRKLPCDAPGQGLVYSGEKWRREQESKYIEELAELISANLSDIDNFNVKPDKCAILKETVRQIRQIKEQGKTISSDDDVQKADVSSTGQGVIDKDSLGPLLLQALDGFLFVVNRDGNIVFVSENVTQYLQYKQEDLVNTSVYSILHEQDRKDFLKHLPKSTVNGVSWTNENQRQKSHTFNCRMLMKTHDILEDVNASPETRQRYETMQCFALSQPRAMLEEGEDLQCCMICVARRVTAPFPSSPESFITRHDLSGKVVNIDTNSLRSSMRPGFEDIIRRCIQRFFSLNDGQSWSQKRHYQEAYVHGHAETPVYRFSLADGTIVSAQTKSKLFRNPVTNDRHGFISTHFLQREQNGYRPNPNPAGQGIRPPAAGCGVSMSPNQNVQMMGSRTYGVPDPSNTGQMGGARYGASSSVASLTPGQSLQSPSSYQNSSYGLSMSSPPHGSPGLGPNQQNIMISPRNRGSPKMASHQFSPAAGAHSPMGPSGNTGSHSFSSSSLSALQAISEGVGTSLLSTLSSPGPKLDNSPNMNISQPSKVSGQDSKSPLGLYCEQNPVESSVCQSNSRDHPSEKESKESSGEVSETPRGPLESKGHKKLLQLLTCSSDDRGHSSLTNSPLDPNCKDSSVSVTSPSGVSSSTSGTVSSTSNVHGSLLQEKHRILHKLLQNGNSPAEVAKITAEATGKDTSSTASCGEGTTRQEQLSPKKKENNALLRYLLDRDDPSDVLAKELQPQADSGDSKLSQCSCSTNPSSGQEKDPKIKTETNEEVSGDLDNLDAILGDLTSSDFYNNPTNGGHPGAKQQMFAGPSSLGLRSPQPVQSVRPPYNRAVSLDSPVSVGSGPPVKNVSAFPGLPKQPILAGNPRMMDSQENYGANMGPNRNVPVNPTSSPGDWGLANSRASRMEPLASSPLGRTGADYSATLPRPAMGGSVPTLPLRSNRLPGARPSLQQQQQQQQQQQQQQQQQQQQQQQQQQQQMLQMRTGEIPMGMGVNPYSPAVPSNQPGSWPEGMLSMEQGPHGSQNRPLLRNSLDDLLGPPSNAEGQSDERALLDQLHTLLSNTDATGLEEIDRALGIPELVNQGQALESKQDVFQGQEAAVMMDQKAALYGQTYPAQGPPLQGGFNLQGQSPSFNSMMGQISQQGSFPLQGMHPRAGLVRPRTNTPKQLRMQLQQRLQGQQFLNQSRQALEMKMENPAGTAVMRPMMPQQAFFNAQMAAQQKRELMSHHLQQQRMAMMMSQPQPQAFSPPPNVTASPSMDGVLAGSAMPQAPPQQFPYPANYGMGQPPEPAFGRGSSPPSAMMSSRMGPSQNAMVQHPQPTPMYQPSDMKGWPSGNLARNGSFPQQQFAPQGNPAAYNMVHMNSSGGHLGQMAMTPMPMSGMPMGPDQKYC
An asterisk follows results filed as active; / = not tested or not shown. Rows are unselected. About 3.2% of those tested had a hit in this group.

SMILES	CRFBP-R2 block	GalR3 antagonist	VIM-2 inh	IDE cell activ	HCV NS3 hel inh	IMP-1 inhibitor	IDE cell inh	UBC9 SUMO inh	p-CIP stab down
CC(NC(=S)Nc1ccc([N+](=O)[O-])cc1)c1ccncc1 (stereo not drawn)	-16.4	-2.9	-1.6	-0.8	-4.2	-2.3	-1.1	18.9	-4.5
Cc1ccc(-c2noc(CSc3nnnn3-c3ccccc3)n2)cc1	7.5	-3.6	0.5	0.4	-4.6	-0.8	-1.6	7.8	-11.2
CC1CCCCC1NC(=O)CCCc1nc2ccccc2c(=O)[nH]1 (stereo not drawn)	-11.2	-7.1	-3.2	5.8	2.0	-2.6	/	12.2	-17.0
O=C(c1cccs1)N1CCN(Cc2ccc3c(c2)OCO3)CC1	4.5	/	0.5	-2.1	-1.1	1.5	4.7	-18.6	-3.0
O=C(OCc1cccc([N+](=O)[O-])c1)c1ccc[nH]c1=O	3.9	5.3	-2.5	4.1	1.5	-1.7	3.0	-14.7	2.9
COc1ccc(CCn2c(Br)nc3c2c(=O)[nH]c(=O)n3C)cc1	-11.7	-7.2	-0.2	2.7	3.6	-3.9	-2.6	-9.5	14.4
COc1ccccc1-n1nnnc1SCC(=O)Nc1ccccc1	34.7	-0.8	-1.0	8.8	-5.3	-1.8	-2.1	8.0	-6.6
Cc1ccc(CNC(=O)c2nnc(Cc3ccc(Cl)cc3)o2)cc1	-10.8	7.4	-2.2	-3.2	-7.9	-4.6	-4.6	-11.9	11.5
Cc1cc(=O)oc2cc(OCC(=O)OCC(=O)N3CCc4ccccc43)ccc12	-0.8	-2.8	1.0	1.4	5.3	-1.6	0.6	0.5	-4.2
COc1cccc(N2CC(NC(=O)C(=O)c3c(C)[nH]c4ccccc34)CC2=O)c1 (stereo not drawn)	-5.9	-4.2	/	-0.5	/	/	1.2	/	/
Cc1ccc(C(C)NC(=O)C23CC4CC(CC(C4)C2)C3)cc1 (stereo not drawn)	-8.1	-3.2	0.2	3.4	-10.2	-1.9	-2.1	-6.8	-2.5
O=C(Cn1c(=O)c(=O)n(Cc2ccccc2)c2ccc(Cl)cc21)Nc1cc(F)ccc1F	/	/	-0.5	/	15.4	-1.6	5.7	9.7	-4.2
O=C1CC(c2ccccc2F)c2c(c3ccccc3[nH]c2=O)O1 (stereo not drawn)	-1.9	-3.0	-0.1	-4.0	2.4	0.2	2.7	13.5	1.5
Cc1ccc(OCCSc2nnc(-c3cccs3)n2C)cc1	-10.3	-4.2	0.0	-19.7	-4.3	-1.8	20.2*	-3.4	2.3
COc1ccccc1N1CCN(C(c2cccs2)C(C)NC(=O)c2ccncc2)CC1 (stereo not drawn)	0.0	-6.5	-3.5	-0.6	-14.8	-2.6	9.2	-1.5	8.1

Next section; the last 3 above are carried over.
SMILES	CRFBP-R2 block	GalR3 antagonist	VIM-2 inh	IDE cell activ	HCV NS3 hel inh	IMP-1 inhibitor	IDE cell inh	UBC9 SUMO inh	p-CIP stab down
O=C1CC(c2ccccc2F)c2c(c3ccccc3[nH]c2=O)O1 (stereo not drawn)	-1.9	-3.0	-0.1	-4.0	2.4	0.2	2.7	13.5	1.5
Cc1ccc(OCCSc2nnc(-c3cccs3)n2C)cc1	-10.3	-4.2	0.0	-19.7	-4.3	-1.8	20.2*	-3.4	2.3
COc1ccccc1N1CCN(C(c2cccs2)C(C)NC(=O)c2ccncc2)CC1 (stereo not drawn)	0.0	-6.5	-3.5	-0.6	-14.8	-2.6	9.2	-1.5	8.1
Cc1ccc(-c2cc(C(=O)OC3CCOC3=O)c3ccccc3n2)c(C)c1 (stereo not drawn)	-14.7	3.2	2.3	4.8	1.2	0.6	8.5	7.7	-2.6
COC(=O)c1ccc(-c2nc3cc(Cl)c(N)cc3s2)cc1	-2.4	-5.3	-1.5	5.9	-7.4	-0.8	0.6	12.8	-15.7
CCC1CCCCN1C(=O)COC(=O)c1ccc(S(=O)(=O)N2CCOCC2)cc1 (stereo not drawn)	-1.5	-0.8	-3.0	-2.6	1.2	-3.4	/	-4.0	0.0
Cc1ccc(S(=O)(=O)Nc2ccc(S(=O)(=O)N3CCCC3)cc2)cc1	27.9	-0.5	-3.3	2.7	-2.9	-3.6	3.2	-12.5	3.3
CC(C)Oc1cccc(-c2cc(C(=O)N3CCN(c4ncccn4)CC3)c3ccccc3n2)c1	/	-2.5	-2.8	-0.3	-4.4	-3.0	1.8	-9.6	6.2
O=C(O)CC(NC(=O)Cc1ccc(Cl)cc1)c1ccco1 (stereo not drawn)	9.6	3.8	-0.7	/	2.6	-1.9	-7.8	19.2	3.1
CCOC(=O)c1ccc(S(=O)(=O)N2CCN(C(=O)c3nn(C)c(=O)c4ccccc34)CC2)cc1	-6.2	-5.0	-1.0	-5.3	7.7	-3.1	8.0	-1.4	16.2
Cc1cc(-c2ccc(S(=O)(=O)N3CCN(c4ccc(F)cc4)CC3)s2)on1	6.6	-2.6	-4.3	-2.3	2.6	-3.6	5.3	14.9	-6.5
CC(C)CC(=O)NC(=S)Nc1cccc2nsnc12	-21.5	-7.3	0.9	-4.2	-4.8	0.6	/	8.3	13.5
O=C(CCC1CCCCC1)Nc1ccc(C(=O)c2ccncc2)cc1	-23.9	3.2	-1.6	0.9	1.1	-0.9	1.8	-10.7	-0.4
CN(CC(=O)Nc1ccccc1C(=O)NC1CC1)Cc1ccc(Cl)s1	-2.4	-8.0	/	-0.9	/	/	6.2	/	/
Cc1cccc(Cn2nc(-n3cccc3)c3c(C)cc(C)nc32)c1	2.5	-7.7	-2.3	-1.5	-0.5	-2.4	-2.0	-16.0	3.1
COc1ccc(C(=O)OCC(=O)NC2CCCCCC2)cc1OC	12.8	-2.4	/	1.3	/	/	-2.3	/	/
OCCCn1c(-c2ccccc2)csc1=Nc1ccccc1	6.3	-6.6	-2.2	-5.5	-8.9	-3.1	-4.0	-10.3	0.4
COC(=O)c1cc2n(n1)CCN(Cc1ccc(C)cc1)C2=O	-3.2	-2.6	0.5	-0.8	7.2	-1.1	1.8	16.2	-2.9
CC(=O)Nc1ccc(S(=O)(=O)N2CCC(c3nc4ccccc4[nH]3)CC2)cc1	-3.6	-3.8	0.4	5.0	-8.5	0.4	3.7	9.1	5.8
Cc1c(NC(=O)C(Sc2ccccc2)c2ccccc2)cccc1[N+](=O)[O-] (stereo not drawn)	20.0	-5.0	0.2	-0.2	-8.9	-2.6	-2.7	6.5	-0.5
CN(C)C(CNC(=O)c1cnc(Cl)c(Cl)c1)c1ccccc1 (stereo not drawn)	5.1	-4.9	0.7	2.0	3.0	0.5	-7.6	21.7	-12.3
O=C(NC1CCCC1)C(c1cccnc1)N(C(=O)c1ccco1)c1cccc(F)c1 (stereo not drawn)	3.3	-6.0	-2.4	-1.4	4.3	-4.6	5.6	11.4	-3.9
O=C(COC(=O)c1ccc(Cl)nc1)Nc1cccc(S(=O)(=O)N2CCCCC2)c1	2.7	-3.3	/	-1.6	/	/	5.8	/	/
CCCOc1ccc(-c2c(C(=O)N/N=C/c3ccc(C)o3)nnn2-c2nonc2N)cc1	-6.0	-0.6	-3.7	5.1	8.0	-3.8	-1.8	/	-4.8
c1ccc(OCCCCN2CCOCC2)cc1	11.8	-5.3	-2.4	8.1	3.0	-2.6	2.5	17.6	0.0
Cc1cc(NC(=O)CCNS(=O)(=O)c2ccc3[nH]c(=O)oc3c2)ccc1Br	-13.5	5.0	-3.1	0.7	-6.8	-3.0	-3.9	11.6	3.3
Cc1ccc(C(=O)NC(=S)N2CCN(c3ccccc3F)CC2)cc1	-29.1	0.6	-4.0	-3.0	-13.7	0.1	8.1	8.3	2.3
COC(=O)[C@H](Cc1ccccc1)NC(=O)NCC1CCCO1 (stereo partly drawn)	7.5	-5.5	0.3	2.5	0.2	-1.6	2.6	9.6	-8.7
O=C(COC(=O)c1ccccc1C(=O)c1ccc(Cl)cc1)NCCc1ccccc1	-19.6	-5.5	-1.6	2.5	-4.3	0.9	8.0	-6.3	10.2
C[C@H](NC(=O)c1nc[nH]c1C(=O)N[C@@H](C)c1ccccc1)C(=O)OC(C)(C)C	-2.6	-5.3	-4.3	-0.3	8.1	-3.0	0.4	-13.9	-4.7
COc1cc(OC)cc(C(=O)N[C@H](C(=O)Nc2nc(-c3ccc(OC)c(OC)c3)cs2)C(C)C)c1	-5.1	2.8	-2.6	9.0	-8.3	-2.1	4.0	9.6	-16.5
O=C(O)C1=NN(c2ccccc2)C(=O)CC1	-3.6	-5.8	-1.2	1.1	3.5	-2.0	1.8	5.1	2.7
CC1CCCC(C)N1C(=O)c1ccc(CS(=O)(=O)c2ccccc2)cc1 (stereo not drawn)	-4.3	2.5	-5.2	-2.1	0.9	-4.4	7.5	-5.9	-12.2
CCN1/C(=c2/s/c(=C3/C(=O)N(c4ccccc4)N=C3C)n(CC)c2=O)C=Cc2ccccc21	12.8	-2.3	/	8.9	/	/	-1.0	/	/
CCN(CC)S(=O)(=O)N1CCC(C(=O)NCc2ccc3c(c2)OCO3)CC1	9.7	0.2	-3.2	-1.3	-1.5	-1.0	1.7	7.2	-8.0
CCC1Oc2ccccc2N(CC(=O)NCCC2=CCCCC2)C1=O (stereo not drawn)	-25.3	-9.1	-1.0	6.6	-6.0	-0.1	3.9	18.6	-4.1
C/C(=N/OC(=O)C1CC1)c1cc(-c2ccc(Cl)cc2)no1	-1.7	-7.8	-1.7	5.0	-8.8	-3.2	5.9	3.8	-4.1
CC(=O)Nc1ccc(N(C(=O)c2ccco2)C(C(=O)NC2CCCC2)c2ccc(N(C)C)cc2)cc1 (stereo not drawn)	-8.9	-6.2	-2.4	3.3	-0.6	-0.5	-2.5	-0.6	-6.6
O=C(CN1CCOCC1)NC1CC2CCC1C2 (stereo not drawn)	-8.0	2.7	-0.6	-3.3	0.5	-1.7	6.2	20.6	-2.4
O=C(NN1C(=O)c2cc(Br)ccc2NC1c1cc(Br)cc(Br)c1O)c1ccncc1 (stereo not drawn)	-17.4	4.4	-0.7	6.5	27.4	-2.5	10.5	-4.7	-11.1
O=C(Cn1c2ccc(F)cc2c2nc3n(c(=O)c21)CCS3)N1CCCC1	11.7	/	-1.3	1.0	-1.7	-4.0	7.1	1.3	-7.7
CCOC(=O)C1=C(COC(=O)CNC(=O)c2cc(OC)c(OC)c(OC)c2)NC(=O)NC1C (stereo not drawn)	11.3	-3.5	/	-1.3	/	/	2.2	/	/
